pAkt inh = Akt phosphorylation inhibition; Neuro2A IGF-stimulated pAkt S473 HTRF, 20 min; active compounds read low; hit rate 0.32% among 360,000; AID 651550; activity change, % for hits at 50 µM; in the data active = activity change below about -80%; inconclusive = mostly about -51% to -80%; note: % is set by controls: 0 for no effect and ±100 for the full control effect
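Single-point screen (50 µM final compound) in Neuro2A cells stimulated 20 min with 6 nM IGF at 37 deg C. After lysis, Ser473-phosphorylated Akt read by HTRF (ex 330 nm, em 615/665 nm) as the 665/615 ratio.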
aSyn yeast inh = inhibitors of alpha-synuclein toxicity in yeast | AID 652106 | Potency, µM (top dose mostly 46.1 µM), inactives show at the top dose growth rescue (activation), hits mostly activators | Yeast expressing alpha-synuclein, growth rescue, BacTiter-Glo, 24 h | hit rate 0.14% among 370,000; note: potency is the fitted concentration of half-maximal effect; % of control where 0% means no effect; nearly all actives have a fitted effect of over 65% in size
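Readout is rescue of growth in alpha-synuclein-expressing yeast, so inhibitors of toxicity appear as activators. Growth after 24 hr at 30 deg C in galactose medium is quantified by luminescence.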
FUS yeast rescue = rescues growth of FUS-expressing yeast. S. cerevisiae FUS-expressing, growth rescue, OD600, 24 h. Potency, µM (doses to about 76.6 µM), inactives show at the top dose growth rescue (activation), hits mostly activators. AID 1347120. hit rate 0.24% among 390,000;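 note: potency is the fitted concentration of half-maximal effect; plate controls were DMSO vehicle for no effect and reference control for full effect; nearly all actives have a fitted effect of over 55% in size; some results filed as inactive show a strong effect at the top dose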
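Steps: raffinose overnight preculture; dilution to OD 0.005 in 2% galactose minimal medium; compound addition (concentration series); 24hr at 30C, 99% humidity; absorbance read at 600 nm.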
D3 antag = antagonists of human D3 dopamine receptor. P35462. D3R cells, DiscoveRx beta-arrestin luminescence, antagonist mode; active compounds read low. max response, negative = inhibition, %. hit rate 2.5% among 360,000. AID 652054; in the data active = max response below about -50%; inconclusive = no clear call, values can overlap the other calls; note: % is set by controls: 0 for no effect and ±100 for the full control effect; mostly tested at two doses, the higher about 12 µM
Target sequence (P35462 whole entry, looked up): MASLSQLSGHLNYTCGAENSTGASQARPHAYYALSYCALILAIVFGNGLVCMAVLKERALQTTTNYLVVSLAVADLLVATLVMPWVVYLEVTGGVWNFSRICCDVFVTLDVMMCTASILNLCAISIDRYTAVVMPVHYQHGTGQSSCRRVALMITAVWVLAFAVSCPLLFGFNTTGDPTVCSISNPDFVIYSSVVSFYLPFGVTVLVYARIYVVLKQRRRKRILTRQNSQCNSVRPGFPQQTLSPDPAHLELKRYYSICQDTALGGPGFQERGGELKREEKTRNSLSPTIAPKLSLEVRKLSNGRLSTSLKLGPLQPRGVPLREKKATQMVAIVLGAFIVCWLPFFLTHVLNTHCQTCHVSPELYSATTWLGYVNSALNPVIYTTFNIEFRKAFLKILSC
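Cells expressing the human receptor were seeded at 1500 cells/well, incubated overnight at 37 degrees C in 5% CO2, then exposed to library compounds with dopamine controls for 90 minutes at 37 degrees C before luminescent detection.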
PTHR1 agonist = activates the human parathyroid hormone receptor PTHR1; Q03431; HEK293 GP2 PTHR1 cells, GloSensor cAMP luminescence, 1 h; Potency, µM (top dose mostly 115 µM), inactives show at the highest dose activation, usual class: activators; hit rate 0.075% among 410,000; AID 743266; note: potency is the fitted concentration of half-maximal effect; nearly all actives have a fitted effect of over 55% in size; some results filed as inactive show a strong effect at the top dose; inactives centre near -15; many of its hits are not listed in these tables
Target sequence (Q03431 whole entry, looked up): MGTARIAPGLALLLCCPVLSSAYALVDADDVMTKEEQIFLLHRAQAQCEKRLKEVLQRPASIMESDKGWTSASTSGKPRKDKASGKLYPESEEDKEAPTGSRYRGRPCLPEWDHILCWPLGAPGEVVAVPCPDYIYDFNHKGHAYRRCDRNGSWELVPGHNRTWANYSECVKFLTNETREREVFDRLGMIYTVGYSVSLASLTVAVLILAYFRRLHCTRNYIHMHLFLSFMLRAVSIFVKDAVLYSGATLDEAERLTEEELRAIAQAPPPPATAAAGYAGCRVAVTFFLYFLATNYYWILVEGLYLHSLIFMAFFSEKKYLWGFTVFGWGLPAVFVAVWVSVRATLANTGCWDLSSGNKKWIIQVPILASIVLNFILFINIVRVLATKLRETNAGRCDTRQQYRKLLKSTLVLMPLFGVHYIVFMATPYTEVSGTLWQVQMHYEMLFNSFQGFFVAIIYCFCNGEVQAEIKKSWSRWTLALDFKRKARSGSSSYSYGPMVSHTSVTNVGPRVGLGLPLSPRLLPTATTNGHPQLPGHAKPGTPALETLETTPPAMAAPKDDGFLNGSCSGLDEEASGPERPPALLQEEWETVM
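HEK-293-derived GP2 cells expressing PTHR1 and a GloSensor cAMP reporter, 3,000/well, plated overnight, given luciferin plus IBMX (each 0.5 mM as added) for 1 h at 37 °C, then compound for 1 h at 37 °C. Luminescence was read after 15 min at room temperature.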
GLP1R ag = GLP-1 receptor (human) agonism. P43220. HEK293 GLP-1R CRE-luciferase, luminescence, 4-6 h; cells express a hypersensitive GLP-1R form. Potency, µM (top dose mostly 45.6 µM), for inactives: at the highest dose activation, actives largely listed as activators. hit rate 0.007% among 380,000; note: potency is the fitted concentration of half-maximal effect; % of control where 0% means no effect
Abeta rescue = A-beta toxicity reversal in yeast. AID 1347071. hit rate 0.063% among 410,000. Potency, µM (titrated, usually from 46.1 µM), for the others: at the top dose growth rescue, usual class: activators. yeast expressing A-beta42, growth rescue, OD600, 48 h; response scale: 0% DMSO, 100% iron-clioquinol control; note: potency is the fitted concentration of half-maximal effect; nearly all actives have a fitted effect of over 55% in size
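Growth rescue measured by 600 nm absorbance after 48 h yeast culture at 30 C with compound. Values normalized between DMSO and an equimolar ferric chloride plus clioquinol control.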
TDP-43 yeast inh = TDP-43 toxicity inhibition in yeast; AID 652104; hit rate 1.8% among 410,000; Potency, µM (top dose mostly 46.1 µM), without a hit: at the top dose growth rescue (activation), usual class: activators; TDP-43 expressing yeast growth rescue, BacTiter-Glo, 24 h; note: potency is the fitted concentration of half-maximal effect; % of control where 0% means no effect; nearly all actives have a fitted effect of over 50% in size
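Galactose-induced TDP-43 yeast, OD600=0.02, compound pinned; 24 hr, 30 deg C; BacTiter-Glo luminescence for growth. Inhibitors of TDP-43 toxicity read as activators.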
GLP1R inv ag = inverse agonists of human GLP-1 receptor; hit rate 1.6% among 410,000; HEK293 GLP-1R CRE-luciferase, luminescence, 24 h; GLP-1R form is constitutively active; Potency, µM (highest dose often 38.3 µM), for inactives: at the highest dose activity change, negative = inhibition, usual class: inhibitors; AID 624417; note: potency is the fitted concentration of half-maximal effect; % is set by controls: 0 for no effect and ±100 for the full control effect; nearly all actives have a fitted effect of over 55% in size
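Luminescence readout: a drop in cAMP-driven luciferase signal flags inverse agonism at a constitutively active GLP-1R stably expressed in HEK293. Compound exposure lasted 24 hr at 37 deg C, 5% CO2.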
An asterisk follows results filed as active; i = inactive; ? = inconclusive; . = not tested or not shown; & = joins results of further samples; [ ] = another dose, or the depositor's remark. Unless noted, calls come from the whole dose curve; as a rule, active = well fitted curve in the direction sought with a large enough effect; inconclusive = small, poorly fitted or top-dose-only effect, or another doubt; inactive = no such curve, though single readings can be large; an effect the other way counts as inactive or inconclusive.

The line under a structure holds: Abeta rescue, GLP1R ag, TDP-43 yeast inh, D3 antag, PTHR1 agonist, pAkt inh, GLP1R inv ag, aSyn yeast inh, FUS yeast rescue
- CCC(CC)c1nnc(NC(=O)CCc2ccccc2OC)s1
 : 0.5%, 8.1%, -4.4%, 5.2, i, i, 1.5%, 0.8%, -10.0%
- CC1CN(C(=O)c2cc(S(=O)(=O)N3CCCC3)c(Cl)cc2Cl)CC(C)O1 (stereo unspecified)
 : 7.1%, -7.9%, -20.5%, -3.5, i, i, 4.7%, 12.5%, 4.1%
- COc1cccc(N2CCN(S(=O)(=O)c3ccc(-c4cc(C(F)(F)F)on4)s3)CC2)c1
 : -4.4%, ., 18.6%, ., -2.3%, ., 0.1%, ., 4.9%
- O=C(Nc1ccc(Br)cc1)/C(=C/c1cccc([N+](=O)[O-])c1)NC(=O)C1CCCCC1
 : -10.7%, -11.0%, -20.0%, -63.5*, i, ., ?, -5.4%, 26.5%
- CN(Cc1cn(C)nc1-c1cccc(Cl)c1)CC1CCCCO1 (stereo unspecified)
 : 2.3%, 15.8%, 0.6%[9.22 µM], -1.1, i, i, -2.3%, 1.1%, 25.0%
- O=C(c1cc(S(=O)(=O)N2CCOCC2)ccc1F)N(CCc1ccccc1)Cc1ccccc1
 : -19.1%, 6.3%, -26.4%, -92.5*, i, i, 10µM*, 0.0%, ?
- Cc1ccc(OCC(=O)N(Cc2ccc(N(C)C)cc2)CC2CCCO2)cc1C (stereo unspecified)
 : 6.6%, ., 2.5%, ., -83.3%[inhibitor], ., ?, ., 7.4%
- O=C(c1cc2ccccc2cc1OCC(O)CN1CCCCC1)N1CCCCC1 (stereo unspecified)
 : 3.9%, -5.3%, -1.7%, -85.3*, -24.8%, i, ?, 2.2%, -1.0%
- CCC1CCCCN1CCCNC(=O)c1cc2c(Cl)nc3ccc(C)cc3c2s1 (stereo unspecified)
 : -20.0%, ., -13.4%, ., 3.4%, ., 4.4%, ., 11.0%
- O=S(=O)(c1ccc(Nc2ccc3c(c2)OCO3)nc1)N1CCOCC1
 : 0.7%, 7.3%, 4.2%, -6.7, -29.2%, i, -2.9%, 6.1%, 11.2%
- C#CCN1CC(C)/C(=N/O)CC1C (stereo unspecified)
 : -9.6%[9.22 µM], -1.8%, -6.0%, -14.9, -17.5%, i, 13.4%, -2.2%, -34.1%
- COc1ccc(S(=O)(=O)N(CCc2ccccc2)CC(=O)O)cc1OC
 : 12.9%, -0.1%, -5.4%, 9.4, -8.3%[57.5 µM], i, -0.1%, 3.3%, 11.2%
- COCCNC(=O)c1cccc(Nc2nc(-c3ccccc3)c3cc(Cl)ccc3n2)c1
 : 3.9%, -2.4%, ?, 46.2, -41.7%[inhibitor], i, 12.8%, 8.2%, ?
- COc1ccc(CC(=O)N2CCc3cc(OC)c(OC)cc3C2COc2ccc3c(C)cc(=O)oc3c2)cc1OC (stereo unspecified)
 : -7.8%, ., 16.7%, ., i, ., 21.3%, ., -10.3%
- CC1CCc2c(sc3ncnc(NCc4cccnc4)c23)C1 (stereo unspecified)
 : -17.4%, 18.5%, -4.1%, 3.2, -19.1%, i, -5.0%, -0.1%, 0.4%
- O=S(=O)(NCCc1ccccn1)c1cc(Cl)cc(Cl)c1O
 : 1.5%, -0.4%, 13.5%, -11.0, -23.9%, i, -23.3%, 9.1%, -17.5%
- CCC(=O)Nc1ccc(NC(=O)CCc2ccccc2)cn1
 : 0.5%, 0.7%, 11.6%, 17.5, i, i, 2.9%, 1.4%, -3.8%
- O=C(COC(=O)c1cc([N+](=O)[O-])ccc1NCCO)Nc1cccc(S(=O)(=O)N2CCCC2)c1
 : 9.0%, 21.3%, -10.2%, -2.0, -27.9%, i, 25.2%, -2.5%, 32.5%
- Cc1ccc(NC(=O)Nc2nnc([C@@H]3C[C@H](O)[C@@H](CO)O3)s2)cc1
 : -8.8%, -2.9%, 0.0%, 30.3, i, i, 11.2%, 1.7%, -19.0%
- COCCCN1C(=O)N(c2ccc(F)cc2)C(=O)C1CC(=O)Nc1ccc(OC)cc1 (stereo unspecified)
 : 7.1%, 14.6%, 15.6%, 5.7, i, i, -5.6%, -5.8%, -27.0%
- COCc1cc(C)nc2sc(C(=O)Nc3cc(C)ccc3F)c(N)c12
 : 0.6%, ., ?, ., i, ., 39.2%[activator], ., -21.7%
- O=C(CN1C(=O)NC2(CCCC2)C1=O)Nc1cc(S(=O)(=O)N2CCOCC2)ccc1OCC(F)(F)F
 : -9.2%, -4.6%, 6.5%, -13.8, 2.9%, i, 12.7%, -6.6%, .
- O=C(CC1N=C2c3ccccc3N=C(SCc3ccc(Cl)cc3)N2C1=O)NC1CCCCC1 (stereo unspecified)
 : -3.7%, ., 0.0%, ., -29.5%, ., 2.5%, ., -5.2%
- Cc1ccc(-n2ncc3c(Nc4ccc5c(c4)OCCO5)ncnc32)cc1C
 : -6.2%, ., 16.2%, ., -92.8%[inhibitor], ., 4.8%, ., -13.6%
- CC(=O)Nc1ccc(S(=O)(=O)N(C)CC(=O)OCC(=O)N(C)C2CCS(=O)(=O)C2)cc1 (stereo unspecified)
 : -17.1%, -1.8%, -9.4%, -23.6, -0.4%, i, 4.8%, -1.3%, 28.5%
- O=C(N1CCCCC1)N1CCC(c2nc3ccccc3[nH]2)CC1
 : 14.9%, 6.8%, 8.5%, 8.3, -7.1%, i, -3.7%, 0.3%, -24.3%
- CC(C)(C)NC(=O)c1cc(NC(=O)c2ccco2)cc(NC(=O)c2ccco2)c1
 : 5.2%, 2.1%, 6.1%, 32.6, -14.3%[57.5 µM], i, 8.9%, 2.8%, 24.1%
- CCCn1nc(Oc2nc(N(C)C)nc(N(C)C)n2)ccc1=O
 : -8.5%, 11.0%, -10.3%, 11.6, -8.6%, i, 20.1%, 2.1%, 10.0%
- CCCC1=Nc2cc(C(=O)NCc3ccco3)ccc2Sc2ccccc21
 : -22.7%, 0.1%, -16.0%, ?, i, i, ?, 14.8%, .
- COc1cc(OC)cc(C(=O)O/N=C(\N)c2cccc(C)c2)c1
 : -80.7%[inhibitor], 2.4%, ?, 26.1, i, i, -8.0%, -49.1%[inhibitor], -12.8%
- Cc1csc2nc(COC(=O)c3ccc(F)cc3)cc(=O)n12
 : -7.6%, ., 9.4%, ., -4.5%, ., ?, ., 43.1%
- Cc1ccc(F)c(S(=O)(=O)NC(=O)C2(C)CCN2C(=O)Cc2ccc(C(C)(C)C)cc2)c1 (stereo unspecified)
 : 3.4%, -3.7%, 9.2%, 16.8, ?, i, 0.3%, -7.4%, 10.4%
- CC(=O)c1ccc2oc3ccccc3c(=O)c2c1
 : 13.9%, -5.7%, ?, 31.0, -9.3%, i, 9.0%, 4.8%, -21.9%
- CCCC(C)C(=O)Nc1cc(S(=O)(=O)N2CCCCC2)ccc1N1CCOCC1 (stereo unspecified)
 : 12.2%, 13.4%, 2.2%, -13.0, -0.1%, i, -12.9%, -1.0%, 18.4%
- Cc1ccccc1NC(=O)NCCc1c[nH]c2ccccc12
 : 4.8%&0.7%, 16.9%&8.2%, -7.2%&21.4%, 43.1, -7.0%, i, ?, 6.0%&-3.3%, 11.7%&-12.7%
- COCCN(C(=O)C(C)C)c1nnc(-c2cccc(C)c2)s1
 : -3.8%, 1.7%, -5.0%, 3.6, -4.1%[57.5 µM], i, ?, 1.8%, 32.4%
- CCCCN(C(=O)c1ccc(C#N)cc1)c1c(N)n(CCC)c(=O)[nH]c1=O
 : -3.0%, 1.0%, -20.0%, -12.2, i, i, 6.5%, 0.0%, 17.0%
- CC(C)[Si]1(C(C)C)OCC2OC(n3cnc4c(N)ncnc43)C(N)C2O[Si](C(C)C)(C(C)C)O1 (stereo unspecified)
 : 0.3%, -3.2%, 10.5%, -9.5, i, i, ?, -26.8%, .
- CC(=O)c1c(C)[nH]c(C(=O)OCc2ccc([N+](=O)[O-])cc2)c1C
 : 4.8%, 31.4%, -5.2%, -2.7, -5.4%, i, 61.6%[activator], 12.6%, 15.6%
- O=C(CSc1ccc2nnc(-c3ccccc3)n2n1)NCc1ccc2c(c1)OCO2
 : 5.2%, -4.7%, -5.5%, -15.4, -19.4%, i, 36.6%[activator], 3.5%, -1.4%
- CCOCCCNC(=O)c1ccc(NC(=O)C2=CSCCO2)cc1
 : ., -1.9%, 6.0%, -1.4, i, i, 34.3%[activator], -1.8%, -9.8%
- Cc1ccc(-c2nn3c(-c4ccccc4)nnc3o2)cc1
 : -0.4%, -2.4%, 13.3%, 8.4, i, i, 16.5%, 0.6%, -7.0%
- Cn1c(=O)c2c(nc(NCCc3ccccc3)n2Cc2ccccc2Br)n(C)c1=O
 : -0.1%, 1.2%, 3.4%, ., -14.3%, ., 3.8%, ., -19.4%
- CCOC(=O)C1CCCN(C(=O)COC(=O)c2cc(=O)c3ccccc3o2)C1 (stereo unspecified)
 : 1.9%, -0.6%, -5.4%, 18.6, -22.7%, i, 14.6%, 1.5%, -5.7%
- O=C(NNC(=O)c1cc2c(s1)CCCC2)c1ccccc1
 : -11.8%, 8.5%, 5.5%, 35.7, -18.7%, i, -6.1%, -7.9%, -21.7%
- O=C(NCc1n[nH]c(=S)n1-c1ccc(Cl)c(Cl)c1)c1ccc(S(=O)(=O)N2CCOCC2)cc1
 : -11.3%, 9.6%, 6.3%, 13.1, i, i, -4.3%, -3.6%, 3.6%
- CC1(CSc2ccccc2)CC(=O)N1 (stereo unspecified)
 : -3.3%, 18.9%, 17.6%, 22.3, -9.1%, i, 89.1%[activator], -1.8%, -13.6%
- Cc1[nH]c2ccc(F)cc2c(=O)c1SC(F)(F)C(F)F
 : 4.5%, -0.3%, -12.8%, 6.0, -22.4%, i, ?, -3.6%, 28.3%
- Cn1c(SCc2cccc(Br)c2)nnc1-c1ccncc1
 : 0.4%, -4.4%, 0.0%, 7.7, i, i, 14.4%, 5.4%, -15.1%
- COc1ccc(NC(=O)c2cccnc2)cc1
 : 5.2%, -1.7%, 17.8%, 2.6, i, i, 17.7%, -4.6%, 17.1%

Source: PubChem (National Center for Advancing Translational Sciences (NCATS))

This is a subset (hit frequency here may not be typical).
